Tau fluor cs – Counterscreen qHTS for Inhibitors of Tau Fibril Formation, Fluorescence Polarization; tau K18 P301L Alexa594 fluorescence, heparin fibrillization; actives 0.93% (n = 280,000); Potency, µM (series often up to 57.7 µM), for the others: at the top dose activity change, negative = decrease; note: nearly all actives have a fitted effect of over 55% in size
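Human K18 P301L tau (15 uM unlabeled plus 0.24 uM Alexa 594-labeled, final) in 100 mM sodium acetate pH 7 was mixed with compound and 20 uM heparin and incubated 6 hr at 37 C.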
GLA spleen mod – qHTS Assay for Inhibitors and Activators of Human alpha-Galactosidase From Spleen Homogenate. human spleen homogenate, 4MU-alpha-Gal fluorescence, 40 min. Potency, µM (doses to about 80 µM), without a hit: top-dose activity change, negative = inhibition, hits mostly inhibitors. actives 0.008% (n = 240,000);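 note: 0% = enzyme with vehicle and -100% = no enzyme basal signal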
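Spleen homogenate 1 ug + cpd (titration) + 4-MU-alpha-D-galactopyranoside 1 mM; 37C 40 min; 50 mM citrate/phosphate pH 5.0, 0.01% Tween-20; stop pH 10; fluorescence 365/440; AC50 via Hill.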
ALDH1A1 inh – qHTS Assay for Inhibitors of Aldehyde Dehydrogenase 1 (ALDH1A1); Purified ALDH1A1, NADH fluorescence, propionaldehyde substrate; Potency, µM (top dose mostly 75.3 µM), for the others: at the top dose activity, negative = inhibition, usual class: inhibitors; actives 7.3% (n = 220,000); AID 1030, 2008; active = well fitted inhibition curve with a large enough effect, not every such curve was filed as active; inconclusive = small, poorly fitted or top-dose-only effect, or another doubt; inactive = no such curve, though single readings can be large or run the other way;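 note: plate controls were no enzyme wells and a reference inhibitor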
Tau ThT inhib – qHTS for Inhibitors of Tau Fibril Formation, Thioflavin T Binding | recombinant tau K18 P301L (four-repeat tau fragment), heparin-induced fibrillization, ThT fluorescence | Potency, µM (titrated, usually from 57.4 µM), for inactives: at the highest dose activity, negative = inhibition, hits mostly inhibitors | actives 2.1% (n = 270,000) | AID 1460, 2008; note: nearly all actives have a fitted effect of over 55% in size
Target sequence (P10636 561-689 P618L limits assumed): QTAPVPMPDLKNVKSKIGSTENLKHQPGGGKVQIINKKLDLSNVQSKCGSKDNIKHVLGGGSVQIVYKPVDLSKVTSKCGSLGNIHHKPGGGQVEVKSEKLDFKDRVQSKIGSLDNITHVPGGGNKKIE
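K18 P301L tau (15 uM + 0.24 uM Alexa 594-tagged), heparin 20 uM, NaOAc pH 7, 6 h 37 C; ThT 30 uM, 1 h RT, ex 450/em 510 nm.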
TR SRC2 fluor cs – Total Fluorescence Counterscreen for Inhibitors of the Interaction of Thyroid Hormone Receptor and Steroid Receptor Coregulator 2; Potency, µM (doses to about 106 µM), for the others: top-dose fluorescence change, negative = quenching; actives 0.29% (n = 280,000); TRb/SRC2 Texas Red total fluorescence interference; active = well fitted curve in either direction with a large enough effect; inconclusive = small, poorly fitted or top-dose-only effect
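Human TRb ligand-binding domain at 0.6 uM with 20 nM Texas Red SRC2 peptide in Tris buffer containing 1 uM T3 and 5% DMSO, incubated with compound 5 h at ambient temperature. Total fluorescence (555/632 nm) calculated as parallel + 2 × perpendicular.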
Tau fibril FP – qHTS for Inhibitors of Tau Fibril Formation, Fluorescence Polarization. actives 0.39% (n = 280,000). Microtubule-associated protein tau (Homo sapiens), P10636. Potency, µM (top dose mostly 57.7 µM), inactives show at the highest dose activity, negative = inhibition, actives largely listed as inhibitors. K18 P301L tau heparin fibrillization, Alexa594 FP, 6 h; note: nearly all actives have a fitted effect of over 55% in size
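Human K18 P301L fragment (15 uM unlabeled plus 0.24 uM Alexa 594-labeled) in 100 mM sodium acetate pH 7 with compound, aggregation induced by 20 uM heparin for 6 hr at 37 C. ThT (30 uM) added for 1 hr, then Alexa 594 FP read.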
L3MBTL1 block – qHTS Assay for the Inhibitors of L3MBTL1 | Lethal(3)malignant brain tumor-like protein 1 (Homo sapiens), Q9Y468 | AlphaScreen L3MBTL1–H3K9me1 peptide binding | Potency, µM (series often up to 57.1 µM), inactives show at the highest dose activity, negative = inhibition, most hits filed as inhibitors | actives 0.66% (n = 230,000); note: nearly all actives have a fitted effect of over 60% in size
Target sequence (Q9Y468 whole entry, looked up): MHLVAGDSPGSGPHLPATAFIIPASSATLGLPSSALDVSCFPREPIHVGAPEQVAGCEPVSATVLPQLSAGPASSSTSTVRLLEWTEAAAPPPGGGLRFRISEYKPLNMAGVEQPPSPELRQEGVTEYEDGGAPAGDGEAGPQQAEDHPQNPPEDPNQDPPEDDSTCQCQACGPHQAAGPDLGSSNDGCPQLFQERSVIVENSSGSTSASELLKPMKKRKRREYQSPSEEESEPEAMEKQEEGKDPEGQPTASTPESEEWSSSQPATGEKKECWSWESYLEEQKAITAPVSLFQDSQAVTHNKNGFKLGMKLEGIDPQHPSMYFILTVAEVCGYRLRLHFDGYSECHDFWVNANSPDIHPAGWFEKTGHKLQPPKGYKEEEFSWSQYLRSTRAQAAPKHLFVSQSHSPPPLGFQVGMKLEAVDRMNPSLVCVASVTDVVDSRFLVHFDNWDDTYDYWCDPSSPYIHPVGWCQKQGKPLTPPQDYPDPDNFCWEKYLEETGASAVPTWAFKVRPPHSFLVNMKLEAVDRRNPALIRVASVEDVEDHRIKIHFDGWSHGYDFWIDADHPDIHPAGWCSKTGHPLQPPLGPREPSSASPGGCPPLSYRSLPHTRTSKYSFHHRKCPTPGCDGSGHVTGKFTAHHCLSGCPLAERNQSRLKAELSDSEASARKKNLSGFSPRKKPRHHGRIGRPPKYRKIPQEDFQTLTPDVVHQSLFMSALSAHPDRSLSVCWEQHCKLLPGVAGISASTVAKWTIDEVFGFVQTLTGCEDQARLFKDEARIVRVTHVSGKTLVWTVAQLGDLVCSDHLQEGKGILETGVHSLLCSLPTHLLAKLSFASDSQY
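AlphaScreen assay: L3MBTL1 (50 nM final) was preincubated 30 min at room temperature with biotinylated H3(1-15)K9me1 peptide (75 nM final), then 30 min with library compounds; streptavidin donor and nickel chelate acceptor beads (10 ug/mL final) added, 30 min dark.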
TRb-SRC2 inh – qHTS for Inhibitors of the Interaction of Thyroid Hormone Receptor and Steroid Receptor Coregulator 2. AID 1469, 2008. actives 0.065% (n = 280,000). Potency, µM (titrated, usually from 106 µM), for the others: at the top dose activity change, negative = inhibition, most hits filed as inhibitors. Thyroid hormone receptor beta (Homo sapiens), P10828. TRbeta-SRC2 peptide binding, fluorescence polarization; receptor liganded with 1 µM T3;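 note: plate controls were bound peptide for no effect and peptide without receptor for full effect; nearly all actives have a fitted effect of over 50% in size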
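Quantitative HTS by FP: 0.6 uM TRb LBD, 20 nM labeled SRC2 20-mer, 1 uM T3, 5% DMSO; 5 hr ambient incubation; % activity per concentration and potencies from concentration series.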
* = called active by the depositor; ? = inconclusive; / = not tested or not shown; [ ] = dose if it differs, or a comment. Unless noted, calls come from the whole dose curve; as a rule, active = well fitted curve in the direction sought with a large enough effect; inconclusive = small, poorly fitted or top-dose-only effect, or another doubt; inactive = no such curve, though single readings can be large; an effect the other way counts as inactive or inconclusive. Unless noted, % is set by controls: 0 for no effect and ±100 for the full control effect; potency is the fitted concentration of half-maximal effect. Rows are unselected; any-hit rate near 8.5%.

Second line of a record: Tau fluor cs, GLA spleen mod, ALDH1A1 inh, Tau ThT inhib, TR SRC2 fluor cs, Tau fibril FP, L3MBTL1 block, TRb-SRC2 inh
[1] COc1ccc(C2CC3(O)CC(C#N)(C(=O)N3)C2(C#N)C#N)cc1 (stereo unspecified)
    -7%, -3%, 2%, -6%, -1%, 9%, -6%, -5%
[2] CCN(CC)CCCNC(=O)CCC(=O)Nc1ccc2nc(N3CCCCC3)cc(C)c2c1
    0%, ?, ?, 2%, 0%, 7%, /, -6%
[3] Oc1ccc(Cl)cc1Nc1nc2ccccc2n2cnnc12
    ?, /, /, 4%, 6%, 13%, /, -1%
[4] CC(=O)c1c(C)n(C)c2ccc(O)cc12
    0%, -3%, -2%, -1%, -5%, 12%, /, -5%
[5] CC1CCCO1 (stereo unspecified)
    /, -4%, -2%, /, -3%, /, /, 5%
[6] CCOCCCNC(=O)c1cc(C)nn1-c1ccccc1
    0%, -1%, -1%, -4%, 2%, 3%, ?, -1%
[7] CCCNC(=O)N1CCCC(C(N)=O)C1 (stereo unspecified)
    3%, 3%, -3%, 5%, -1%, 7%, -20%, -2%
[8] COCCNC(=O)c1c(NC(=O)c2cc(=O)c3cc(C)cc(C)c3o2)sc2c1CCCC2
    -8%, /, /, ?, -14%, 1%, /, 7%
[9] CCOC(=O)c1c(NC(=S)NC(C)=O)sc(C)c1C
    -6%, 5%, 2%, -14%, -3%, -5%, -1%, -10%
[10] NC(=O)C1CCN(C(=O)CSc2ccsc2[N+](=O)[O-])CC1
    6%, -1%, -3%, -2%, 5%, 13%, -12%, -1%
[11] O=C(Nc1c(C(=O)c2ccccc2)oc2ccccc12)c1cc(-c2ccccc2O)n[nH]1
    ?, -1%, 6%, ?, -1%, ?, 1%, -5%
[12] Cc1cc(C)cc(NC(=O)N2CCN(Cc3ccc4c(c3)OCO4)CC2)c1
    -9%, -6%, -4%, -6%, 0%, 14%, 0%, -2%
[13] CCOC(=O)C(=O)c1c(C)cc2ccccn12
    -8%, -14%, -4%, -13%, 0%, -3%, 33%[activator], -9%
[14] COc1ccc(C(=O)NC(C)c2ccccc2)cc1Br (stereo unspecified)
    -12%, -1%, ?, -3%, -1%, -9%, 2%, -2%
[15] C/C(=C\c1ccccc1)C(=O)N1CCN(c2cccc(C(F)(F)F)c2)CC1
    -16%, -4%, 5%, ?, -2%, 5%, 10%, -3%

Reprinted from the part before: 4 entries, then new ones.
Second line of a record: Tau fluor cs, GLA spleen mod, ALDH1A1 inh, Tau ThT inhib, TR SRC2 fluor cs, Tau fibril FP, L3MBTL1 block, TRb-SRC2 inh
[12] Cc1cc(C)cc(NC(=O)N2CCN(Cc3ccc4c(c3)OCO4)CC2)c1
    -9%, -6%, -4%, -6%, 0%, 14%, 0%, -2%
[13] CCOC(=O)C(=O)c1c(C)cc2ccccn12
    -8%, -14%, -4%, -13%, 0%, -3%, 33%[activator], -9%
[14] COc1ccc(C(=O)NC(C)c2ccccc2)cc1Br (stereo unspecified)
    -12%, -1%, ?, -3%, -1%, -9%, 2%, -2%
[15] C/C(=C\c1ccccc1)C(=O)N1CCN(c2cccc(C(F)(F)F)c2)CC1
    -16%, -4%, 5%, ?, -2%, 5%, 10%, -3%
[16] COc1ccc(/C=C/C(=O)OCC(=O)NCCC2=CCCCC2)cc1OC
    -8%, -7%, ?, -13%, -3%, 7%, -10%, -3%
[17] CCN1C(=O)/C(=C\c2ccc(-c3ccc([N+](=O)[O-])cc3OC)o2)SC1=Nc1cccc(C(=O)O)c1
    ?, 3%, 0.63µM*, 14µM*, 3%, -17%, ?, -2%
[18] CC1CCN(CC(=O)Nc2cccc(C(=O)Nc3cccc(C(F)(F)F)c3)c2)CC1
    ?, 0%, ?, -12%, -4%, ?, -1%, 2%
[19] COC(=O)CCC(=O)Nc1ccc(NC(=O)CCC(=O)OC)cc1
    9%, -8%, 2%, 4%, -5%, 0%, 5%, -2%
[20] O=C(NNS(=O)(=O)c1ccc(Cl)cc1)c1cc(-c2ccccc2)n[nH]1
    -4%, 4%, /, -8%, 2%, 0%, /, 7%
[21] COc1cc(/C=C2/CCCC(C(=O)C(F)(F)F)=C2O)ccc1O
    -19%, 6%, /, ?, -4%, -2%, -5%, 2%
[22] COc1ccc(OC)c(NC(=O)c2cc(-c3cc(Cl)ccc3O)n[nH]2)c1
    ?, 0%, -8%, -13%, 1%, -16%, -1%, 8%
[23] O=C(Cc1ccccc1Cl)Nc1cccnc1
    -4%, 1%, -4%, 0%, -6%, 0%, -23%, -1%
[24] COc1ccc(C2NC(=O)N(C)C3=C2C(=O)N(c2ccccc2)C3)cc1 (stereo unspecified)
    -14%, /, /, -6%, ?, 5%, /, -7%
[25] CC(NC(=O)Cn1nnc(-c2ccncc2)n1)c1ccccc1 (stereo unspecified)
    1%, 0%, -4%, -11%, -3%, 5%, -3%, -4%
[26] CCc1ccccc1NS(=O)(=O)c1ccc2c(c1)CCN2C(=O)C1CC1
    -18%, /, /, -8%, -3%, -1%, /, 2%
[27] Cc1cc(C)nc(N/N=C/c2cc3c(cc2[N+](=O)[O-])OCO3)n1
    4%, -10%, 10%, -4%, -3%, 3%, 20%, 0%
[28] CCOC(=O)C1(Cc2ccccc2C)CCCN(C(=O)c2ccccn2)C1 (stereo unspecified)
    -5%, 4%, ?, -2%, 1%[53 µM], -3%, 8%, 1%[53 µM]
[29] COc1ccc2c(c1)c1c(c(=O)n(Cc3ccccc3)c(=O)n1CC(=O)NCc1ccc(C)cc1)n2C
    -10%, /, /, -3%, 0%, 1%, /, 2%
[30] Cc1ccc(C(=O)Nc2nnc(C3CCCCC3)s2)o1
    -15%, -8%, -6%, -12%, 1%, 2%, /, -1%
[31] Clc1ccccc1-c1nnc2sc(-c3ccc4c(c3)OCO4)nn12
    2%, 5%, ?, -17%, 2%, -7%, -3%, -2%
[32] CC1CN(C(=O)c2ccccc2Oc2ccccc2)CC(C)O1 (stereo unspecified)
    7%, 5%, 10%, 1%, 0%, 6%, 0%, -2%
[33] CCOc1ccc(NS(=O)(=O)c2ccc3[nH]c4c(c3c2)CCCCC4)cc1
    14µM*[quencher], /, /, -6%, -2%, 10%, /, -5%
[34] COCCOc1cc(-n2ccnc2SC)c(Cl)cc1Cl
    -15%, 2%, 21%, -14%, -3%, -3%, -9%, -2%
[35] Cc1ccc(C(=O)n2cnnc2N)cc1
    -9%, -4%, 5%, -22%, 2%, -6%, 4%, 5%
[36] COc1ccc(/C=C2\SC(N3CCc4ccccc4C3)=NC2=O)cc1OC
    -11%, 0%, -12%, ?, -3%, 10%, -15%, -1%
[37] CCNC(=O)CC1S/C(=N/N=C(\C)c2ccccc2)NC1=O (stereo unspecified)
    -2%, 5%, 3%, -4%, -3%, -2%, 7%, -1%
[38] O=C(COC(=O)c1cc[n+]([O-])cc1)NCC12CC3CC(CC(C3)C1)C2
    -11%, -12%, ?, -7%, 0%, -9%, /, -10%
[39] COc1ccccc1C1=NOC(COC(=O)c2ccc3ccccc3n2)C1 (stereo unspecified)
    -7%, 5%, 11%, ?, -4%, 1%, 6%, -2%
[40] Cc1c(-c2ccccc2)oc2cc(O)ccc2c1=O
    -7%, -7%, ?, -1%, 0%, -12%, /, 3%
[41] C/C(=N\NC(=O)CNc1cccc(C(F)(F)F)c1)c1ccc(Br)cc1
    -3%, 12%, ?, 5%, 1%, -6%, -7%, 2%
[42] Cc1ccc(S(=O)(=O)Nc2ccc3c(c2)CCCN3C(=O)c2cccs2)cc1C
    -22%, /, /, 0%, 0%, 2%, /, -1%
[43] COC(=O)CN1C(=O)C(O)(CC(=O)c2ccc(F)cc2)c2ccccc21 (stereo unspecified)
    -4%, /, /, -6%, -2%, -2%, /, 3%
[44] Cc1cc(=O)[nH]c(S/C=C/c2ccccc2)n1
    -3%, 19%, -5%, 3%, 1%, 2%, 4%, -10%
[45] NC(CCC(=O)NC(CCSC(CC(=O)O)C(=O)O)C(=O)NCC(=O)O)C(=O)O (stereo unspecified)
    -1%, -8%, 5%, 1%, -3%, -6%, /, -4%
[46] Cc1noc2ncnc(Sc3c(Cl)cccc3Cl)c12
    -16%, -2%, ?, ?, 0%, -15%, /, 0%
[47] CCOC(=O)c1sc2ccccc2c1S(=O)(=O)Nc1c(C)cccc1C
    -26%, /, /, -6%, -1%, -14%, /, 3%
[48] COc1ccc(-n2c(O)c(C=NCc3ccccn3)c3ccccc3c2=O)c(OC)c1
    -2%, 4%, /, /, -1%, -1%, /, 3%
[49] Nc1nc(Cl)cc(Oc2ccc(Cl)cc2)n1
    1%, 0%, -17%, 8%, -5%, 4%, 2%, -10%
[50] COc1ccc(CN2CCN(c3ncccn3)CC2)c(OC)c1
    2%, 9%, -12%, -1%, -3%, -1%, -11%, 4%
[51] O=C(O)COn1c(-c2ccccc2)nc2ccc(Cl)cc21
    2%, 2%, 13%, -2%, -1%, 1%, 8%, -3%
[52] CCCC(=O)N(c1ccc(F)cc1)C1C=CS(=O)(=O)C1 (stereo unspecified)
    9%, 0%, -3%, 5%, /, 9%, 11%, /
[53] Cc1cc(C)n(-c2ccc(C(=O)O)cc2[N+](=O)[O-])n1
    -5%, 2%, -5%, 2%, 1%, 1%, /, 2%
[54] O=C(NC1CCCCC1)C(c1cccnc1)N(C(=O)CCl)c1ccccc1Cl (stereo unspecified)
    5%, 5%, 4%, -8%, 1%, 8%, 5%, -5%
[55] O=C(C1=C[C@@H](c2csc3ccccc23)C[C@@H](OCCCCO)O1)N1CCN(Cc2ccc3c(c2)OCO3)CC1
    -7%, -6%, -7%, -12%, 1%, 8%, -27%, 1%

Screening data (PubChem BioAssay)
